DT40 TDP1 CPT – qHTS for Inhibitors of human tyrosyl-DNA phosphodiesterase 1 (TDP1): qHTS in cells in presence of CPT. Potency, µM (top dose mostly 46.2 µM), inactives show at the highest dose activity change, negative = growth inhibition, most hits filed as inhibitors. chicken DT40 Tdp1-/-;hTDP1 cells + 20 nM CPT, ATP luminescence, 48 h. AID 686979, 2013. 12% of 420,000 active; note: nearly all actives have a fitted effect of over 55% in size
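Cell growth measured by CellTiter-Glo luminescence after a minimum 48 h, 37 C compound exposure with 20 nM CPT in Tdp1-knockout DT40 cells stably expressing hTDP1, seeded 400/well; qHTS titration format.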
DT40 TDP1 no CPT – qHTS for Inhibitors of human tyrosyl-DNA phosphodiesterase 1 (TDP1): qHTS in cells in absence of CPT; Potency, µM (series often up to 46.2 µM), for the others: top-dose activity change, negative = growth inhibition, usual class: inhibitors; 15% of 420,000 active; DT40 Tdp1-/- hTDP1 cells, no CPT, ATP luminescence, 48 h; note: nearly all actives have a fitted effect of over 55% in size
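Seeded 400 DT40-hTDP1 cells/well (vehicle DMSO, no 20 nM CPT); pinned compounds; ≥48 hr at 37 °C; CellTiter-Glo luminescence as viability measure.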
TDP1 block – qHTS Assay for Inhibitors of Tyrosyl-DNA Phosphodiesterase (TDP1); 0.28% of 350,000 active; Potency, µM (titrated, usually from 130 µM), for inactives: at the top dose activity change, negative = inhibition, actives largely listed as inhibitors; recombinant TDP1, AlphaScreen DNA substrate cleavage; note: nearly all actives have a fitted effect of over 40% in size
Target sequence (Q9NUW8 whole entry, looked up): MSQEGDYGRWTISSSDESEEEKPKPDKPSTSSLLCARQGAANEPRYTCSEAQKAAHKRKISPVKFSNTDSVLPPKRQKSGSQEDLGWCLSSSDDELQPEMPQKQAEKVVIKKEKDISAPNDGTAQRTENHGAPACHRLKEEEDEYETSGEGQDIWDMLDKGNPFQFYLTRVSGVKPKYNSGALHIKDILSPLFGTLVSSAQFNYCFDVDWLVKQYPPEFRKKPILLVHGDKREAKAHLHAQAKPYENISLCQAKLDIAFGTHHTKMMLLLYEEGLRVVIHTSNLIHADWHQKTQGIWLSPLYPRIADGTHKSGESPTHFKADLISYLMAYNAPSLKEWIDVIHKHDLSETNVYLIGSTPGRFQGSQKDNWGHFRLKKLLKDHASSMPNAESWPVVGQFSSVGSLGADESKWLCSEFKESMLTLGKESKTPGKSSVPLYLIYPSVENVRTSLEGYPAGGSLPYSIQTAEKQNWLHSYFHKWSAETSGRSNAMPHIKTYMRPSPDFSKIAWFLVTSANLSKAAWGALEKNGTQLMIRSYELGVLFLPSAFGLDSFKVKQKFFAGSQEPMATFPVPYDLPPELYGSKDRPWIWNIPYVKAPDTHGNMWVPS
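E. coli-derived human Tdp1, 1 nM final. Cpd preinc 15 min RT; substrate 15 nM final, 5 min RT; AS bead mix 10 ug/ml final, 10 min RT. Signal loss = tyrosine-FITC cleavage. No-enzyme wells = max signal.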
* hit, by the source's call; u = inconclusive; x = no result given; & = joins results of further samples; [ ] = dose if it differs, or a comment. Calls come from the whole dose curve; as a rule, active = well fitted curve in the direction sought with a large enough effect; inconclusive = small, poorly fitted or top-dose-only effect, or another doubt; inactive = no such curve, though single readings can be large; an effect the other way counts as inactive or inconclusive. % is set by controls: 0 for no effect and ±100 for the full control effect; potency is the fitted concentration of half-maximal effect.

The line under a structure holds: DT40 TDP1 CPT, DT40 TDP1 no CPT, TDP1 block
Cc1cc(C)nc(NC2=NCCN2C(=O)NC2CCCCC2)n1
 : u, 16µM*, 5%
Cc1cccc(N2CCN(c3ccc4cc(S(=O)(=O)N5CCCCC5)ccc4n3)CC2C)c1 (centres undefined)
 : 12µM*, 16µM*, 0%
CCOc1ccccc1OCCCC(=O)N1CCN(S(=O)(=O)c2cccc(F)c2)CC1
 : -4%, u, 6%
Cc1nn(-c2ccccc2)c(C)c1/C=C/C(=O)OCC(=O)Nc1ncc(C(F)(F)F)cc1Cl
 : u, -26%, 3%
O=C(c1cc2cc(Br)cc(Br)c2oc1=O)N1CCOCC1
 : 2%, 4%, x
N#CCCn1cc(CNCc2ccccc2)c(-c2cccc([N+](=O)[O-])c2)n1
 : -22%, -25%, 2%
CCOC(=O)c1cccc(NC(=O)N2CC(CC)Sc3ccccc32)c1 (centres undefined)
 : u, u, 0%
Cc1cc(OC2CCCCC2)nc(NCc2ccccc2)n1
 : 4%, 5%, 1%
O=C(Nc1ccccc1)/C(=C/c1cccc(Br)c1)NC(=O)c1ccco1
 : 1%, -9%, 2%
CCNc1nc(Sc2ccc(C)cc2)cc(C(F)(F)F)n1
 : -13%, -21%, -9%
COc1ccc(CNC(=O)c2cnc3sc(N4CCCC4)nn3c2=O)c(OC)c1
 : -3%, -17%, 6%
CC(=O)c1ccc(NC(=O)COC(=O)Cc2ccsc2)cc1
 : -2%, -1%, -1%
Oc1cccc2ccc[n+](CC(O)CBr)c12 (centres undefined)
 : -2%, -9%, x
COc1cc([N+](=O)[O-])ccc1N/C=C/C(=O)c1cccs1
 : u, u, 0%
O=C(COc1ccc(F)cc1)NCC1(N2CCOCC2)CCCCC1
 : u, 3%, 2%
COC(=O)c1ccc(CN2C(=O)c3ccccc3C2=O)o1
 : 0%, -9%, 9%
COc1ccc(OCC(O)CN2CCN(c3ncccn3)CC2)cc1 (centres undefined)
 : -5%, -9%, 0%
O=C(OC1CCOC1=O)c1ccc(S(=O)(=O)N2CCCCCC2)cc1 (centres undefined)
 : -16%, -8%, -5%
Cc1ccccc1S(=O)(=O)N(C)C[C@@H]1OCc2cnnn2CCCC(=O)N([C@@H](C)CO)C[C@H]1C
 : -8%, -7%, x
COc1cc(C(CCN2CCOCC2)c2c(OC)cc(OC)c3c(C)cc(=O)oc23)cc(OC)c1OC (centres undefined)
 : u, -28%, 13%&1%

More records:
The line under a structure holds: DT40 TDP1 CPT, DT40 TDP1 no CPT, TDP1 block
COc1ccc(C2(C(=O)c3ccccc3)C(=O)c3ccccc3C2=O)cc1
 : u, -15%, x
Cc1ccccc1Cn1nnc2sc3c(c2c1=O)CCCC3
 : u, u, 0%
COCCCN1C(=O)/C(=C\c2ccc3c(c2)OCO3)C(C(=O)OC)=C1C
 : u, u, 0%
Cc1nc2c(cnn2-c2ccccc2)c(=O)[nH]1
 : -6%, -7%, x
COc1ccccc1-c1cnc(C(O)c2ccc(F)c(F)c2)[nH]1 (centres undefined)
 : u, u, x
Cc1noc2ncnc(SCc3ccc(C(F)(F)F)cc3)c12
 : u, 16µM*, -4%
Cc1cc(C)n2cc(CSc3nncn3C)nc2n1
 : 3%, -8%, -5%
c1ccc(N2CCN(c3ncnc4sc5c(c34)CCC5)CC2)cc1
 : 21µM*, 21µM*, 4%
OC/C=C/c1ccccc1
 : -4%, -4%, 0%
CCC(O)c1cc2c(cc1NC(=O)c1cccs1)OCCO2 (centres undefined)
 : 28%, -12%, 2%
CCc1ccc2[nH]c3nc(SCC(=O)NNC(=O)c4ccc(C(C)(C)C)cc4)nnc3c2c1
 : 21µM*, 16µM*, 0%
Cc1ccc(C23CC4CC(CC(CN)(C4)C2)C3)cc1
 : 6.5µM*, 10µM*, -3%
O=C(CCc1nnc2ccc(N3CCC4(CC3)OCCO4)nn12)NCc1ccccc1Cl
 : -13%, 4%, 0%
CN1C(=O)C2(CCCCC2)C1c1ccccc1 (centres undefined)
 : 2%, -10%, x
O=C(CCSCCC(=O)Nc1c(F)c(F)c(F)c(F)c1F)Nc1c(F)c(F)c(F)c(F)c1F
 : -19%, u, -2%
CC1=C/C(=N\OS(=O)(=O)c2ccccc2)C(C)=CC1=O
 : 0.58µM*, 0.82µM*, 8%
CCOC(=O)C1C(=O)C(C(=O)OCC)C(c2cccnc2)NC1c1cccnc1 (centres undefined)
 : -14%, -12%, 1%
COC(=O)Nc1ccc(S(=O)(=O)NC2CCS(=O)(=O)C2)cc1 (centres undefined)
 : -6%, -17%, x
COc1ccc2oc(=O)c(-c3cn4c(n3)sc3cc(F)ccc34)cc2c1
 : -11%, 5%, -1%
Oc1ccc(N=Nc2nccs2)c(O)c1
 : 10µM*, 21µM*, 8%

Quoted at random: 4 entries already listed.
The line under a structure holds: DT40 TDP1 CPT, DT40 TDP1 no CPT, TDP1 block
CCC(O)c1cc2c(cc1NC(=O)c1cccs1)OCCO2 (centres undefined)
 : 28%, -12%, 2%
c1ccc(N2CCN(c3ncnc4sc5c(c34)CCC5)CC2)cc1
 : 21µM*, 21µM*, 4%
CC1=C/C(=N\OS(=O)(=O)c2ccccc2)C(C)=CC1=O
 : 0.58µM*, 0.82µM*, 8%
CCc1ccc2[nH]c3nc(SCC(=O)NNC(=O)c4ccc(C(C)(C)C)cc4)nnc3c2c1
 : 21µM*, 16µM*, 0%

(list continues)
The line under a structure holds: DT40 TDP1 CPT, DT40 TDP1 no CPT, TDP1 block
O=c1c2ccccc2ncn1Cc1nc2ccccc2s1
 : -1%, -30%, 1%
COCCNC(=O)/C(C#N)=C/c1ccc(C(=O)O)cc1
 : -1%, -19%, 5%
Cc1ccsc1C(=O)NNC(=O)COc1ccc(Br)cc1
 : -25%, -9%, -4%
CCOC(=O)c1c(C)c(C(=O)N2CCCCCC2)c(C)n1C
 : -25%, -11%, 9%
COc1ccc(NS(=O)(=O)c2ccc(-n3cnnn3)cc2)cc1OC
 : 16µM*, 9.2µM*, 5%
CC(=O)c1cccc(NC(=O)c2cc(-c3ccncc3)nc3ccccc23)c1
 : u, 18µM*, 3%
Cc1ccc(NC(=O)COc2cccc(/C=C3\SC(=S)N(CCC(=O)O)C3=O)c2)cc1Cl
 : -16%, 3%, x
COc1ccc(C(=O)NC(=O)COC(=O)C2COc3ccccc3O2)cc1 (centres undefined)
 : -14%, -25%, -2%
Cc1cc(Br)cn2c(Cc3ccccc3)c(-c3cccc(Br)c3)nc12
 : u, u, x
COC(=O)CSc1ccc2c(N)c(C(=O)OC)sc2c1
 : -19%, -18%, -4%
C/C(=N\NC(=O)Cc1ccccc1)c1cccnc1
 : 9%, 13%, 2%
CCCCn1c(C)cc(C)c(S(=O)(=O)c2ccccc2C)c1=O
 : u, u, -3%
O=C(CC(Cc1ccccc1)C(=O)O)Nc1ccc(F)cc1 (centres undefined)
 : 7%, u, 3%
O=C(CCNS(=O)(=O)c1ccc(F)c(Cl)c1)NCc1ccccc1F
 : -5%, 4%, 1%
COc1ccc(NC(=O)CSc2sc3c(O)cc(=O)[nH]c3c2C#N)c(OC)c1
 : 12%, -2%, u
O=C(CP(=O)(O)CC(=O)c1ccccc1)c1ccccc1
 : 24%, -13%, 5%
COc1cc(OC)cc(-c2c(C#Cc3ccsc3)c3cc(-c4cc(F)cc(F)c4)ccc3n2C)c1
 : u, u, 1%
COc1ccc(OC)c(NC(=O)c2cnn(-c3ccccc3Cl)c2NC(=O)c2ccco2)c1
 : -5%, -18%, 2%
CC(C#N)OC(=O)c1cccnc1SCC(=O)Nc1ccc2c(c1)OCO2 (centres undefined)
 : 14%, -14%, 1%
Cc1ccccc1OCCC(=O)OCC(=O)Nc1ccc2[nH]c(=O)[nH]c2c1
 : -6%, 6%, x

The results go on:
Compound,DT40 TDP1 CPT,DT40 TDP1 no CPT,TDP1 block
COc1ccc(-c2nc(CS(=O)CC(=O)N3CCCC3)c(C)o2)cc1 (centres undefined),-8%,-7%,1%
COC(=O)c1ccc(COC(=O)c2cccnc2Cl)cc1,-1%,-3%,x
COc1ccccc1C(=O)Nc1ccccc1N1CCCCC1,u,18µM*,x
COc1cc2c(cc1OC)C(C1C(=O)CCCC1=O)N(C(=O)CCl)CC2 (centres undefined),13%,11%,-2%
Cc1cccc(Nc2nc(N)nc(CN3CCN(c4ccccc4)CC3)n2)c1,u,u,8%
CCn1c(NC(=S)Nc2ccccc2)nc2ccccc21,5.2µM*,4.6µM*,8%
COc1ccccc1Cn1c(CNS(=O)(=O)c2ccc3c(c2)CCCC3)nc2cccnc21,u,u,11%
Cn1c(=O)c2c(nc(CN3CCC(C(N)=O)CC3)n2Cc2ccccc2Cl)n(C)c1=O,6%,1%,2%
Nc1c(C(=O)CSc2nnnn2-c2ccccc2)c(=O)[nH]c(=O)n1C1CC1,u,u,-7%
O=C(NCc1ccc(F)cc1)c1cccnc1C(=O)O,45%[activator],-5%,x
c1ccc(Nc2cc(-c3ccoc3)ncn2)cc1,-22%,-5%,x
O=C(CN1C(=O)C2(SCC(=O)N2c2cccc(F)c2)c2ccccc21)NCCc1ccccc1 (centres undefined),-29%,23µM*,2%
Cc1ccccc1C(=O)Nc1cccc(NC(=O)c2cccnc2)c1,-4%,-17%,9%
O=C(NCC(=O)N1CC=C(c2ccccc2)CC1)c1ccc(F)cc1,-4%,u,0%
COc1ccc2c(c1)CC=C1C2CCC2(C)C(=O)C(=NO)CC12 (centres undefined),u,u,x

Some of the entries so far, with each value named.
> Nc1c(C(=O)CSc2nnnn2-c2ccccc2)c(=O)[nH]c(=O)n1C1CC1
  DT40 TDP1 CPT: u; DT40 TDP1 no CPT: u; TDP1 block: -7%
> O=C(NCc1ccc(F)cc1)c1cccnc1C(=O)O
  DT40 TDP1 CPT: 45%[activator]; DT40 TDP1 no CPT: -5%; TDP1 block: x
> c1ccc(Nc2cc(-c3ccoc3)ncn2)cc1
  DT40 TDP1 CPT: -22%; DT40 TDP1 no CPT: -5%; TDP1 block: x

The list goes on:
Compound,DT40 TDP1 CPT,DT40 TDP1 no CPT,TDP1 block
CCC(CC)c1nnc(NC(=O)C2CC(=O)N(CCc3ccc(OC)c(OC)c3)C2)s1 (centres undefined),u,u,-4%
CN(C)S(=O)(=O)c1cccc(C(=O)NCCc2ccccc2)c1,-5%,-23%,7%
COc1ccc(/C=N/Nc2ncccc2[N+](=O)[O-])c(OC)c1,-2%,u,5%
Cc1csc(N2CCCC2c2nc3cc(Cl)c(N4CCCCC4)cc3n2CCCO)n1 (centres undefined),u,16µM*,x
COc1ccc(OC)c(NC(=O)C(C)Oc2ccc(Br)cc2)c1 (centres undefined),-3%,-20%,0%
CCNC(=O)c1ccc2nc(-c3ccccc3)c(-c3ccccc3)nc2c1,11µM*,11µM*,2%
COc1ccccc1CNc1nc(C)c(C(=O)N(C)C)s1,u,u,13%
CCCn1c(=O)c2ccccc2n2c(SCc3nc4ccccc4s3)nnc12,-8%,-28%,4%
Cc1ccccc1NS(=O)(=O)c1cc(OCC(N)=O)c(C)cc1Cl,-14%,-17%,3%
CC(=O)N1CCN(C(=O)c2ccc(S(=O)(=O)Nc3ccccc3F)cc2)CC1,-4%,5%,2%
CC(Sc1ccc(S(=O)(=O)N2CCOCC2)cc1[N+](=O)[O-])C(=O)O (centres undefined),-10%,-14%,0%
Cn1c(C(=O)NCc2cccc(F)c2)cc2cc(S(=O)(=O)N3CCCCC3)ccc21,u,23µM*,5%
CCc1ccc(CNc2ccc(N3CCN(C(C)=O)CC3)cc2)cc1,-19%,18µM*,12%
Cc1ccc2cc(CN(CC3CCCO3)C(=O)Nc3ccccc3F)c3nnnn3c2c1 (centres undefined),-3%,u,6%
Cc1ccc(Cl)cc1N1CCN(C(=O)COc2cc(=O)n(C)c3ccccc23)CC1,u,23µM*,6%

The list goes on.
Compound,DT40 TDP1 CPT,DT40 TDP1 no CPT,TDP1 block
CCOC(=O)c1cnc(-c2ccc(C(F)(F)F)cn2)[nH]c1=O,2%,-14%,6%
CN(C(=O)CN(C)S(=O)(=O)c1ccc(F)cc1)c1c(N)n(Cc2ccccc2)c(=O)[nH]c1=O,14%,-5%,x
O=C(O)c1ccc(Cl)c(S(=O)(=O)N(Cc2ccccc2)c2ccccc2)c1,3%,8%,0%
CC(NC(=O)NC1CCCCC1)C(c1cccs1)N1CCN(c2ccccc2)CC1 (centres undefined),u,21µM*,0%
Cc1ccc(Nc2ccc(N3CCN(C(=O)c4cccc([N+](=O)[O-])c4)CC3)nn2)cc1,u,16µM*,5%
O=C1CCC(=O)N1OCCOc1ccc(Cl)c2ccccc12,37%[activator],1%,-1%
Cc1ccc(C(=O)NNC(=O)c2ccc(S(=O)(=O)N(C)c3ccccc3)cc2)cc1,-1%,-4%,-8%
CCN1CCN(C(=O)C2CCN(S(=O)(=O)c3ccc(Br)cc3)CC2)CC1,2%,u,2%
CC(C)NC(=O)N(C)C[C@H]1OCc2cnnn2CCCC(=O)N([C@H](C)CO)C[C@@H]1C,7%,3%,x

Source: PubChem BioAssay
